TrxR1 inh: inhibitors of rat thioredoxin reductase 1; recombinant rTrxR1, NADPH fluorescence consumption, selenite substrate; Potency, µM (doses to about 114 µM), inactives show top-dose activity change, negative = inhibition, actives largely listed as inhibitors; O89049; hit rate 1% among 390,000; further: on the % scale 0 is the no-effect control and ±100 the full control effect; nearly all actives have a fitted effect of over 65% in size
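Rat TrxR1 (90 nM in the dispensed reagent) was pre-reduced with 400 uM NADPH for 5 min at room temperature, then incubated with compound for 15 min. After 400 uM selenite was added, NADPH fluorescence (Ex 340/Em 450 nm) was followed for 8 min.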
Vif-A3G inh: inhibitors of Vif-APOBEC3G interaction; hit rate 0.076% among 410,000; HeLa A3G-eYFP + Vif (tagged APOBEC3G with the HIV-1 protein that degrades it), YFP fluorescence, overnight; Potency, µM (doses to about 46.1 µM), for the others: top-dose activity, negative = active, most hits filed as inhibitors; Q9HC16;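 further: on the % scale 0 is the no-effect control and ±100 the full control effect; nearly all actives have a fitted effect of over 60% in size; hits raise eYFP signal because A3G escapes Vif-driven loss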
Target sequence (Q9HC16 whole entry, looked up): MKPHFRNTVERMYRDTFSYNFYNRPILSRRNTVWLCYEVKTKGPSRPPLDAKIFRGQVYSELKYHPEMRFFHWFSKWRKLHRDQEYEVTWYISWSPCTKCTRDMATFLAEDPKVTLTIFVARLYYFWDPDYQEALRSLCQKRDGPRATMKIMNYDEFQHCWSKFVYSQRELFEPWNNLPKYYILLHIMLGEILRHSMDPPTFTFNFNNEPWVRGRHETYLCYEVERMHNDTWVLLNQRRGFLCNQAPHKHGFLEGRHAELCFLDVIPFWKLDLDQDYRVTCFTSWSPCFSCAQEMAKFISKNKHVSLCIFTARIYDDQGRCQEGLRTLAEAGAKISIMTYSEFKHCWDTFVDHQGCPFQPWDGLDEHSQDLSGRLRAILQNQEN
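Read-out is eYFP fluorescence (Ex 488/Em 500-530) from Vif-expressing HeLa A3G-eYFP cells; more signal means A3G escaped Vif-mediated degradation. Cells plated overnight, compound pinned in, incubated overnight at 37 deg C.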
IDH1 R132H inh: human IDH1 R132H inhibition | O75874 | Potency, µM (highest dose often 76.6 µM), for the others: at the top dose activity change, negative = inhibition, actives largely listed as inhibitors | hit rate 0.093% among 390,000 | IDH1-R132H enzyme, NADPH consumption, diaphorase/resazurin fluorescence; further: on the % scale 0 is the no-effect control and ±100 the full control effect; nearly all actives have a fitted effect of over 65% in size
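IDH1-R132H (0.5 ug/mL dispensed) in pH 7.5 Tris buffer was preincubated 30 min with compound, then given a substrate mix of 0.016 mM NADPH and 2 mM alpha-KG for 80 min at room temperature; remaining NADPH was read by diaphorase/resazurin fluorescence.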
RXFP1 ag: RXFP1 (human) receptor agonism. Potency, µM (doses to about 57.5 µM), without a hit: at the highest dose activation, hits mostly activators. hit rate 0.3% among 370,000. HEK293T-RXFP1 cAMP TR-FRET, 30 min; response scale: percent of porcine relaxin response, buffer zero. Q9HBX9; further: on the % scale 0 is the no-effect control and ±100 the full control effect; nearly all actives have a fitted effect of over 60% in size; many of its hits are not listed in these tables
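HEK293T cells stably expressing RXFP1 were pretreated with the PDE4 inhibitor Ro 20174, exposed to compounds for 30 min at 37C, lysed, and cAMP was read by TR-FRET. Data normalized to buffer (basal) and 29 nM porcine relaxin (100%).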
USP1-UAF1 inh: inhibitors of human USP1/UAF1 deubiquitinase | O94782 | recombinant USP1/UAF1, Ub-Rhodamine cleavage fluorescence | Potency, µM (highest dose often 57.1 µM), for the others: at the highest dose activity change, negative = inhibition, hits mostly inhibitors | hit rate 0.23% among 390,000; further: on the % scale 0 is the no-effect control and ±100 the full control effect; nearly all actives have a fitted effect of over 60% in size; inactives centre near -12
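USP1/UAF1 complex at 1 nM was preincubated with compound for 15 min at room temperature, then Ub-Rho substrate (150nM final) was added. Fluorescence (480/540 nm) was read kinetically, 6 reads every 60 seconds.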
TrxR1 substrate: rat thioredoxin reductase 1 substrate activity; O89049; purified TrxR1 substrate turnover, NADPH consumption readout; Potency, µM (series often up to 114 µM), for inactives: top-dose activity change, negative = substrate turnover; hit rate 0.01% among 390,000; AID 588456; further: on the % scale 0 is the no-effect control and ±100 the full control effect; nearly all actives have a fitted effect of over 50% in size
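Rat TrxR1, dispensed at 90 nM, was prereduced with 400 uM NADPH (final) for 5 min at ~22 deg C, then incubated with compound 15 min before 400 uM selenite. A first-read NADPH fluorescence drop versus no-compound background flagged substrates.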
RGS4 inhibitor: blocks human RGS4-accelerated GTP hydrolysis | P49798 | Transcreener GDP fluorescence polarization, RGS4-accelerated GTP hydrolysis | Potency, µM (top dose mostly 114 µM), inactives show at the top dose activity change, negative = inhibition, most hits filed as inhibitors | hit rate 0.039% among 390,000 | AID 504845; further: on the % scale 0 is the no-effect control and ±100 the full control effect; nearly all actives have a fitted effect of over 75% in size; some results filed as inactive show a strong effect at the top dose
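MLSMR compounds (23 nl, pin-transferred) preincubated 10 min at room temperature with a 500nM (2x) first reagent, then RGS4 at 900nM (2x) plus Transcreener GDP mix added; fluorescence polarization (620/688 nm) read before and after 90 min at 30 °C.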
12-LOX inh: ALOX12 (human) lipoxygenase inhibition; P18054; purified 12hLO, xylenol orange hydroperoxide absorbance; Potency, µM (doses to about 108 µM), without a hit: top-dose activity change, negative = inhibition, most hits filed as inhibitors; hit rate 1.1% among 580,000; AID 1671190; further: on the % scale 0 is the no-effect control and ±100 the full control effect
Target sequence (P18054 whole entry, looked up): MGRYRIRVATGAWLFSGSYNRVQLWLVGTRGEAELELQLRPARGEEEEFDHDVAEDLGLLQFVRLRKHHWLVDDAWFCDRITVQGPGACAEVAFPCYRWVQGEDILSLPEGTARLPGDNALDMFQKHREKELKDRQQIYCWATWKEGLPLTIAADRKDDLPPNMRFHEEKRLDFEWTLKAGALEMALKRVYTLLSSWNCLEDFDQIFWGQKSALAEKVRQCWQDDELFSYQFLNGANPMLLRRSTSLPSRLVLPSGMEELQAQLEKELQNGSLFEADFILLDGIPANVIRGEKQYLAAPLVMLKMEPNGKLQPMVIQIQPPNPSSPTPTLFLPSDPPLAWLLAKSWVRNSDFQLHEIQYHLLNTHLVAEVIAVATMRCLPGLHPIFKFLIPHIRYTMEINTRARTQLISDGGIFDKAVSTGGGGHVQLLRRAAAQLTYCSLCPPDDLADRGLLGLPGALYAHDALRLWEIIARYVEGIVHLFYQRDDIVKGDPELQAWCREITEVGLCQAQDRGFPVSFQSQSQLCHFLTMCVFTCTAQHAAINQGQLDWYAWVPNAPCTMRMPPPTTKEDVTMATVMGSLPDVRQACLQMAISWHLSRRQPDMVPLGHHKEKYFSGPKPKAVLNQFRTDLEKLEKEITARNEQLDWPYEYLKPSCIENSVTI
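Hydroperoxide product was detected by ferrous iron/xylenol orange as the 573 to 405 nm absorbance ratio. Arachidonic acid at 40 uM (final) was turned over for 30 min at room temperature by 150 nM human 12hLO, pH 7.0 Hepes buffer, after 15 min compound preincubation.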
Vif-APOBEC3F blk: Vif-A3F binding inhibition | HeLa A3F-eYFP + Vif (tagged APOBEC3F with the HIV-1 protein that degrades it), YFP fluorescence increase | Potency, µM (series often up to 46.1 µM), for the others: top-dose activity, negative = active | hit rate 0.2% among 390,000 | AID 602313; further: % of control where 0% means no effect; nearly all actives have a fitted effect of over 65% in size
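HeLa cells stably expressing Vif plus C-terminally eYFP-tagged A3F were seeded, incubated overnight at 37 deg C, dosed with compound, incubated overnight again at 37 deg C. Yellow fluorescence (Ex 488/Em 500-530) reported blocked Vif-mediated A3F-eYFP degradation.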
The depositor's hits bear a star; & = joins results of further samples; [ ] = another dose, or the depositor's remark. The call rests on the fitted dose curve; in most records, active means well fitted curve in the direction sought with a large enough effect; inconclusive means small, poorly fitted or top-dose-only effect, or another doubt; inactive means no such curve, though single readings can be large; an effect the other way counts as inactive or inconclusive. Potency means the concentration at half of the fitted maximal effect. These rows are one share of the data. The share of hits here may be higher or lower than overall.

`CCC1CCCCN1CCCNC(=O)c1ccc2c(=O)n(Cc3ccc(OC)cc3)c(=O)[nH]c2c1` (configuration not stated) gave TrxR1 inh -13%, Vif-A3G inh 1%, IDH1 R132H inh 3%, RXFP1 ag 0.1%, USP1-UAF1 inh -10%, TrxR1 substrate -5%, RGS4 inhibitor -34%, 12-LOX inh inconclusive and Vif-APOBEC3F blk 2%.
COC(=O)C1=C[C@@H](C(=O)OC)C2C3=C(C(=O)[C@@]2(C)NC(=O)c2ccccc2)[C@H](c2ccccc2)n2c(=O)n(-c4ccccc4)c(=O)n2[C@@H]3C1 (some centres not stated) was read as TrxR1 inh 10%, Vif-A3G inh -1%, TrxR1 substrate -1% and RGS4 inhibitor 12%.
`Cn1c(SCC(=O)NC(=O)NCc2ccco2)nnc1C(F)(F)F` gave TrxR1 inh -7%, Vif-A3G inh inconclusive, IDH1 R132H inh 7%, RXFP1 ag 0.3%, USP1-UAF1 inh -14%, TrxR1 substrate 3%, RGS4 inhibitor 7%, 12-LOX inh 0% and Vif-APOBEC3F blk -5%.
Screening O=C(NC(NC(=S)Nc1ccccc1O)C(Cl)(Cl)Cl)c1ccco1 (configuration not stated) returned TrxR1 inh -17%, Vif-A3G inh -7%, IDH1 R132H inh 6%, RXFP1 ag 0.2%, USP1-UAF1 inh -19%, TrxR1 substrate -10%, RGS4 inhibitor -21%, 12-LOX inh inconclusive and Vif-APOBEC3F blk 0%.
COc1ccc(-c2noc(N3CCC(C(=O)N(C)c4cc(Cl)ccc4OC)CC3)n2)cc1 was read as TrxR1 inh -9%, Vif-A3G inh 5%, IDH1 R132H inh -1%, RXFP1 ag -0.2%, USP1-UAF1 inh -19%, TrxR1 substrate -9%, RGS4 inhibitor 19%, 12-LOX inh -30% and Vif-APOBEC3F blk -12%.
For O=C(NCc1nnnn1-c1ccc(F)cc1)c1ccc(S(=O)(=O)N2CCOCC2)cc1 the results were Vif-A3G inh -2%, IDH1 R132H inh 6%, USP1-UAF1 inh -25%, 12-LOX inh -6% and Vif-APOBEC3F blk 0%.
Screening COc1cc(S(=O)(=O)N2CCN(c3ccccc3)CC2)ccc1F returned TrxR1 inh 18%[57.1 µM], Vif-A3G inh 1%, IDH1 R132H inh 0%, RXFP1 ag 0.3%, USP1-UAF1 inh -18%, TrxR1 substrate -2%, RGS4 inhibitor -24%, 12-LOX inh -7% and Vif-APOBEC3F blk -4%.
For CCOC(=O)CNC(=O)c1sc(NC(=O)/C=C/c2ccccc2)nc1C the results were TrxR1 inh 35%, Vif-A3G inh -1%, IDH1 R132H inh 3%, RXFP1 ag -63%[inhibitor], USP1-UAF1 inh -16%, TrxR1 substrate 34%[activator], RGS4 inhibitor -16%, 12-LOX inh 3% and Vif-APOBEC3F blk -4%.
For CNC(=S)N(CCO)Cc1cc2cc3c(cc2[nH]c1=O)OCCO3 the results were TrxR1 inh 19%, Vif-A3G inh -1%, IDH1 R132H inh 6%, RXFP1 ag 6.1%, USP1-UAF1 inh 1%, TrxR1 substrate 43%[activator], RGS4 inhibitor -27%, 12-LOX inh inconclusive and Vif-APOBEC3F blk 0%.
Screening O=C(/C=C/Nc1ccccc1)c1ccccc1 returned TrxR1 inh -2%, Vif-A3G inh -5%, IDH1 R132H inh 4%, RXFP1 ag 2.1%, USP1-UAF1 inh -14%, TrxR1 substrate 1%, RGS4 inhibitor 33%, 12-LOX inh -1% and Vif-APOBEC3F blk -5%.
Screening O=C(NC(=O)c1ccc(C(F)(F)F)cc1)Nc1ccc(-c2cnco2)cc1 returned TrxR1 inh 0%[57.1 µM], Vif-A3G inh 0%, IDH1 R132H inh 2%, RXFP1 ag 4.4%, USP1-UAF1 inh 2%, TrxR1 substrate -5%[57.1 µM], RGS4 inhibitor 9%, 12-LOX inh inconclusive and Vif-APOBEC3F blk 7%.
COc1ccc(S(=O)(=O)N2CCN(C)CC2)cc1NC(=O)c1ccccc1F was read as TrxR1 inh -6%[57.1 µM], Vif-A3G inh -5%, IDH1 R132H inh -7%, RXFP1 ag -0.3%, USP1-UAF1 inh -3%, TrxR1 substrate -6%[57.1 µM], RGS4 inhibitor 13%, 12-LOX inh -4% and Vif-APOBEC3F blk -15%.
Screening CCN(CC)S(=O)(=O)c1cccc(NC(=O)c2ccc(C#N)cc2)c1 returned TrxR1 inh 1%, Vif-A3G inh 2%, IDH1 R132H inh 13%, RXFP1 ag 3.7%, USP1-UAF1 inh -18%, TrxR1 substrate -1%, RGS4 inhibitor 7%, 12-LOX inh -20% and Vif-APOBEC3F blk 10%.
For Cc1ccc(NC(=O)c2sc(-n3nc(C)c(CCC(C)C)c3C)nc2C)cc1C the results were TrxR1 inh 29%, Vif-A3G inh 1%, IDH1 R132H inh -9%, RXFP1 ag 0.5%, USP1-UAF1 inh -24%, TrxR1 substrate 10%, RGS4 inhibitor 11%, 12-LOX inh inconclusive and Vif-APOBEC3F blk 4%.
`Cc1c(C(=O)NCCCN2CCOCC2)oc2c1C1(CCC2)SCCS1` gave TrxR1 inh 11%[57.1 µM], Vif-A3G inh -6%, IDH1 R132H inh 9%, RXFP1 ag 1.6%, USP1-UAF1 inh -14%, TrxR1 substrate -7%, RGS4 inhibitor -21%, 12-LOX inh -10% and Vif-APOBEC3F blk -5%.
`CCCCCCN(C(=O)CCCN1C(=O)NC(c2ccc(-c3ccccc3)cc2)C(C(=O)OCc2ccccc2)=C1C)C(C)C(=O)NCCCC` (configuration not stated) gave TrxR1 inh 25%, Vif-A3G inh -2%, IDH1 R132H inh -4%, USP1-UAF1 inh -16%, TrxR1 substrate 4%, RGS4 inhibitor 25%, 12-LOX inh inconclusive and Vif-APOBEC3F blk 2%.
For COc1ccccc1Cc1nc(-c2ccc(Br)o2)no1 the results were TrxR1 inh inconclusive, Vif-A3G inh -7%, IDH1 R132H inh -3%, RXFP1 ag 1.2%, USP1-UAF1 inh -17%, TrxR1 substrate 1%[57.1 µM], RGS4 inhibitor 0%, 12-LOX inh 207%[activator] and Vif-APOBEC3F blk -3%.
For COc1ccccc1Cn1cccc1C=O the results were TrxR1 inh 7%[57.1 µM], Vif-A3G inh -1%, IDH1 R132H inh 2%, RXFP1 ag -0.4%, USP1-UAF1 inh -10%, TrxR1 substrate 4%[57.1 µM], RGS4 inhibitor -13%, 12-LOX inh -2% and Vif-APOBEC3F blk -7%.
Screening COC(=O)c1ccc(NC(=O)c2ccccc2-c2ccccc2C(=O)O)cc1 returned TrxR1 inh 2%, Vif-A3G inh -1%, IDH1 R132H inh -4%, RXFP1 ag 1.9%, USP1-UAF1 inh -4%, TrxR1 substrate -2%, RGS4 inhibitor -10%[56.9 µM], 12-LOX inh 0% and Vif-APOBEC3F blk 6%.
Screening Cc1ccc(S(=O)(=O)Nc2cc(C(=O)O)ccc2N2CCCCC2)cc1 returned TrxR1 inh 6%[57.1 µM], Vif-A3G inh -5%, IDH1 R132H inh 7%, RXFP1 ag -0.7%, USP1-UAF1 inh -2%, TrxR1 substrate 2%[57.1 µM], RGS4 inhibitor -12%, 12-LOX inh -22% and Vif-APOBEC3F blk -15%.
For O=C(Cc1c(F)cccc1Cl)NNC(=O)c1ccccc1Cl the results were TrxR1 inh 9%, Vif-A3G inh -7%, IDH1 R132H inh 6%, RXFP1 ag 2.2%, USP1-UAF1 inh -20%, TrxR1 substrate 5%, RGS4 inhibitor -11%, 12-LOX inh 25% and Vif-APOBEC3F blk -6%.
CCOC(=O)c1ccc(NC(=O)C2=C(C)Nc3nc(CCCO)nn3C2c2ccc(OC)cc2)cc1 (configuration not stated) was read as TrxR1 inh 7%&9%, Vif-A3G inh -3%&0%, IDH1 R132H inh -4%&7%, RXFP1 ag 0.6%, USP1-UAF1 inh -24%&-4%, TrxR1 substrate -3%&-5%, RGS4 inhibitor 48%, 12-LOX inh -5%&21%&-8% and Vif-APOBEC3F blk -1%.
`CCCCN(C(=O)c1cc(CN2C(=O)c3ccccc3C2=O)ccc1OC)c1c(N)n(CC(C)C)c(=O)[nH]c1=O` gave TrxR1 inh -6%, Vif-A3G inh -3%, IDH1 R132H inh -9%, USP1-UAF1 inh -8%, TrxR1 substrate 2%, RGS4 inhibitor -6%, 12-LOX inh -7% and Vif-APOBEC3F blk 2%.
Screening CN1CCN(c2ccc([N+](=O)[O-])cc2/C=N/NC(=O)c2ccc(F)cc2)CC1 returned TrxR1 inh 8%, Vif-A3G inh 3%, IDH1 R132H inh 2%, RXFP1 ag 2.4%, USP1-UAF1 inh -13%, TrxR1 substrate -3%, RGS4 inhibitor -12%, 12-LOX inh -10% and Vif-APOBEC3F blk -5%.

Two entries picked at random from those above:
For COc1ccccc1Cn1cccc1C=O the results were TrxR1 inh 7%[57.1 µM], Vif-A3G inh -1%, IDH1 R132H inh 2%, RXFP1 ag -0.4%, USP1-UAF1 inh -10%, TrxR1 substrate 4%[57.1 µM], RGS4 inhibitor -13%, 12-LOX inh -2% and Vif-APOBEC3F blk -7%.
For O=C(Cc1c(F)cccc1Cl)NNC(=O)c1ccccc1Cl the results were TrxR1 inh 9%, Vif-A3G inh -7%, IDH1 R132H inh 6%, RXFP1 ag 2.2%, USP1-UAF1 inh -20%, TrxR1 substrate 5%, RGS4 inhibitor -11%, 12-LOX inh 25% and Vif-APOBEC3F blk -6%.

Screens (PubChem)
